Cardio protect: protects H9c2 cardiomyocytes from peroxide injury; hit rate 0.63% among 360,000; protection from H2O2 cell death, % at 20 µM; H2O2 injury protection, ATPLite, 2 h;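 active means compounds giving at least 50% protection of heart cells from peroxide-induced death in the single-dose screen, raw or plate-pattern-corrected value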;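 further: 0% = DMSO wells with peroxide and 100% = DMSO wells without peroxide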
CaV13 FRET inh: Disruptors of the CACNA1D IQ motif to Ca2+-dependent inactivation inhibitor domain association, primary screening, Förster resonance energy transfer in intact living …; hit rate 0.098% among 340,000; HEK cells, CFP/YFP FRET ICDI-IQ, plate reader, 10 min; percent FRET-ratio fall versus neutral wells; inhibition, % at 12.3 µM;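 active means mean replicate inhibition of at least 30% and at least 1% of replicates passing that level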;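 further: 0% = median of the neutral control wells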
aDG glyco act: alpha-DG glycosylation activation; activation, % at 10 µM; Pro5-aDG cells, alpha-DG glycosylation AlphaScreen (IIH6); 0% Pro5, 100% B10-LARGE cell signal; hit rate 0.22% among 360,000;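 active means activation of at least 8% versus controls, or a plate z-score of at least 8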;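 further: Pro5 are CHO cells carrying HIG-tagged alpha-DG that lacks glycosylation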
iPSC survival up: enhancers of human iPSC single-cell survival. hiPSC single-cell survival, ATPlite luminescence; 100% = ROCK inhibitor wells, 0% = DMSO. survival enhancement, % at 20 µM. hit rate 0.044% among 360,000. AID 602274; in the data active means survival enhancement above about 18%;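 further: cells exposed to compounds for 16 hours before the ATP read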
ABCB6 inh 2: blocks the human ABCB6 transporter; Q9NP58; K562-ABCB6 porphyrin accumulation, flow cytometry, 1 h; stronger effect = lower value; hit rate 0.19% among 360,000; AID 602162; fluorescence ratio to DMSO, % at 10 µM;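 active means fluorescence ratio to DMSO below 75%, the collection mean minus 3 SD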;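 further: signal is porphyrin accumulated inside mitochondria; 100% equals median channel fluorescence of DMSO control wells; lower ratio means ABCB6 inhibition with less porphyrin fluorescence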
m5-HT2A agonist: mouse HTR2A agonism via beta-arrestin recruitment. hit rate 0.66% among 360,000. activation, % at 7.6 µM. CHO-K1 mHTR2A beta-arrestin complementation, luminescence; percent of 30 µM serotonin response. AID 624169. P35363;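 active means activation above a run cutoff, the mean activation of all tested compounds plus 3 SD, cut at about 14% in these data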;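 further: 0% = plate median of compound wells and 100% = 30 µM serotonin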
Target sequence (P35363 whole entry, looked up): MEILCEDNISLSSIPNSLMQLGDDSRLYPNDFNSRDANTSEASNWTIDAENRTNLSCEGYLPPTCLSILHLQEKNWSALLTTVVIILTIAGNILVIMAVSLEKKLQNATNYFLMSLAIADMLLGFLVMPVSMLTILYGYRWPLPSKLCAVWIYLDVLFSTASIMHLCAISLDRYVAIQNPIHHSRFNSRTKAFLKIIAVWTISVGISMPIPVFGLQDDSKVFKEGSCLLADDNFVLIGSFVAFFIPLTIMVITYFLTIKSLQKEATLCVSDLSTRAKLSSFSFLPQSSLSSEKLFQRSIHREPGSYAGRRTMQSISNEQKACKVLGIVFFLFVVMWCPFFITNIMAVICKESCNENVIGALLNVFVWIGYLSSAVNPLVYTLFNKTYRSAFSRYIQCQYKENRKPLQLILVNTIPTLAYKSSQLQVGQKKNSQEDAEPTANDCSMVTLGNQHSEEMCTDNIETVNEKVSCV
Vif imaging: inhibitors of HIV Vif; HEK293T cells, Vif self-association by quenched fluorescence, imaging, 24 h; inhibition, % at 7.49 µM; hit rate 0.35% among 340,000; in the data active means inhibition above about 50%, passing the limit was not always enough; further: some results filed as inactive read as strong as hits
Granule exo inh: lytic granule exocytosis inhibition | inhibition, % at 10 µM | hit rate 0.66% among 360,000 | AID 651702 | TALL-104 LAMP-1 surface exposure, flow cytometry; cells stimulated with thapsigargin and PMA;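 active means inhibition above about 55%, limit read from the data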
PDI turbidity: PDI (human) enzyme inhibition; hit rate 0.052% among 350,000; P07237; PDI insulin aggregation turbidity, A650, 90 min; AID 588391; inhibition, % at 10 µM;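 active means mean inhibition across replicates of 30% or more, whatever share of single replicates reach that level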;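 further: absorbance from insulin aggregation driven by PDI reduction with DTT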
Target sequence (P07237 whole entry, looked up): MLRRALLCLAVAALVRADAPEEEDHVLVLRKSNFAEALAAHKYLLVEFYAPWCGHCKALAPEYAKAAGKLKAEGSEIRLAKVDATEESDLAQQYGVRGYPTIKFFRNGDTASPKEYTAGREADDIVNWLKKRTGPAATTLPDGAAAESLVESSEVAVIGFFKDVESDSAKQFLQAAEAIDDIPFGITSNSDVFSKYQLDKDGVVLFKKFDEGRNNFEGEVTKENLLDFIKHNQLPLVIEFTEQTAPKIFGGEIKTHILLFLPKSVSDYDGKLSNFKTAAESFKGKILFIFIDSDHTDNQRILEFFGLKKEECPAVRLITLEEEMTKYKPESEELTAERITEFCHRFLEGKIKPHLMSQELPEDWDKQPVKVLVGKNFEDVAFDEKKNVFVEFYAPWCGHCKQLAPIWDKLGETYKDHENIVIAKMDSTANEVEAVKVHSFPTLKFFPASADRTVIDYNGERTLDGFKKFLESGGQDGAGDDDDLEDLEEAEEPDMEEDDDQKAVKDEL
Glyco luc inh: N-linked glycosylation inhibition; D54 ERlucT glycosylation luciferase reporter, 24 h; percent of 100 nM tunicamycin response; reporter increase, % at 12.5 µM; hit rate 0.23% among 360,000; AID 588692;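 active means mean luciferase reporter signal, scaled so untreated is 0 and the glycosylation-blocking control 100, at or above a set limit in every replicate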;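 further: luciferase carries N-glycosylation sites so blocking glycosylation raises the light; 0% = median of neutral control wells and 100% = median of 100 nM tunicamycin wells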
Starred values were filed as active, the others as inactive; . = no result given.

SMILES	Cardio protect	CaV13 FRET inh	aDG glyco act	iPSC survival up	ABCB6 inh 2	m5-HT2A agonist	Vif imaging	Granule exo inh	PDI turbidity	Glyco luc inh
COC(=O)c1ccc(COC(=O)c2[nH]c(C)c(C(C)=O)c2C)o1	-39.1	.	5.2	-0.6	95.0	4.4	5.0	-0.2	14.5	2.3
CCOC(=O)N1CCN(CC(=O)Nc2ccc(F)cc2F)CC1	0.7	-4.0	0.0	3.4	100.0	1.7	24.3	1.0	2.3	-0.8
CC(C)C[C@H]1CN(CCCC[C@H]2CNC(=O)C(=O)N2CCc2ccc(O)cc2)C(=O)C(=O)N1CCC1CCCCC1	.	-6.1	0.0	0.6	97.0	-3.6	.	-5.6	.	.
Cc1cc(NC(=O)c2c(Br)c(C)nn2C)no1	8.7	-3.7	0.1	4.4	90.0	2.4	-2.4	0.0	10.4	0.6
O=S(=O)(NCC1CCCO1)c1ccc(Cl)nc1 (centres undefined)	-1.0	-5.7	0.0	-0.1	93.0	0.8	-2.6	0.6	5.6	-0.7
COc1ccc(Br)cc1C=NNS(=O)(=O)c1ccc(C)cc1	-5.4	-3.2	0.2	-1.7	99.0	12.0	-6.8	1.2	-1.0	9.0
N#CC1=C(N)Oc2c(oc(CO)cc2=O)C1c1ccccc1[N+](=O)[O-] (centres undefined)	-2.8	-3.8	-0.1	1.4	102.0	2.1	-1.5	2.1	-4.0	1.7
COc1ccc(/C=C/CN2CCN(CCc3ccccc3)C(CCO)C2)cc1 (centres undefined)	-2.9	-19.7	0.6	-0.5	96.0	-8.0	-2.6	-3.0	8.1	1.1
Cc1cccc(C(=O)N(CCc2ccccc2)Cc2ccccc2)c1[N+](=O)[O-]	-13.1	-4.9	1.3	-0.4	102.0	-9.7	-19.6	-2.4	-0.6	-7.9
CC(C)(Cc1nc2ccccc2[nH]1)c1nc2ccccc2[nH]1	4.6	-5.9	-0.3	-2.7	92.0	-0.2	0.8	-5.0	12.4	4.6
Nc1nonc1-n1nnc(C(=O)N/N=C/c2ccccc2)c1CSc1ccc(Cl)cc1	-5.6	-4.7	0.4	-1.2	99.0	2.4	-0.5	11.6	-7.0	2.2
CC(=O)N1CCc2cc(S(=O)(=O)NC(Cc3ccccc3)C(=O)NC3CCCCCC3)ccc21 (centres undefined)	10.1	.	0.0	1.0	92.0	12.0	-1.7	-1.7	2.2	-3.2
CN(C)Cc1nc2ccccc2c(=O)n1Cc1nc(-c2cc3ccccc3o2)cs1	13.1	-3.6	0.0	1.6	97.0	5.3	-1.2	6.2	2.1	-1.2
CC(C)c1ccccc1NC(=O)COC(=O)Cc1cccc(C(F)(F)F)c1	3.0	-3.1	1.4	1.8	100.0	2.7	-5.1	0.6	-17.8	-0.6
Cc1cccc(NC(=O)CSCC(=O)N(C)Cc2ccc3c(c2)OCCO3)c1	2.8	-6.3	0.2	-0.5	100.0	1.9	-14.0	0.9	-9.2	3.0
C/C=C/C(=O)Nc1cccc(C2=NOC3(C2)C[C@@H](C(N)=O)N(C(=O)c2cc([N+](=O)[O-])cc([N+](=O)[O-])c2)C3)c1 (some centres undefined)	1.7	-11.6	-0.3	-3.0	93.0	1.7	.	3.7	4.8	-0.5
Cc1cc(C(=O)N2CCC2(C)C(=O)Nc2cc(C(C)(C)C)nn2C)nn1C (centres undefined)	-1.4	-9.5	-0.2	-1.6	98.0	1.4	3.4	-2.4	-6.7	0.5
O=S(=O)(c1ccccc1Cl)N1CCC(Cc2ccccc2)CC1	-11.1	-4.3	0.0	-0.7	94.0	-1.0	-2.2	-0.6	8.0	-3.9
COCCNC(=O)COC(=O)CSCc1nc2ccccc2s1	0.0	-4.7	0.1	0.9	98.0	1.5	1.6	3.3	7.2	1.9
CC(=O)Nc1ccc(NC(=O)C2Cc3c(-c4cccc(C(C)=O)c4)ccnc3O2)cc1 (centres undefined)	16.6	-6.2	-0.4	-0.2	102.0	0.6	10.5	-2.8	-1.9	-0.1
COc1ccccc1OCCCCCc1c(C)n[nH]c1C	-13.7	-4.0	0.5	-2.2	96.0	3.2	-13.4	0.4	-1.3	-2.2
COC(=O)Cn1c2c(c3cc(C)ccc31)CCCC2NC(C)c1ccccc1 (centres undefined)	-10.4	2.5	0.1	0.4	92.0	-20.3	3.9	-3.1	-7.0	-3.2
CCOC(=O)c1sc(NC(=S)NC(=O)c2ccco2)nc1C	-4.2	-2.6	-0.3	-0.5	90.0	-2.0	-8.7	1.7	6.3	-1.7
COc1cc(OC)cc(-n2nnnc2SCC(=O)Nc2ccc(C(C)=O)cc2)c1	-5.4	.	-0.1	2.8	101.0	2.4	0.9	-3.3	-0.1	1.2
CC(C)(C)c1ccc(S(=O)(=O)Nc2ccc(C(=O)N3CCCC3)cc2)cc1	-5.0	-4.6	0.1	-0.5	98.0	1.1	-0.9	-0.8	-1.7	-2.3
Cn1c(=O)n(CC(=O)NC2CCCCC2)c(=O)c2ccccc21	19.0	.	0.4	1.7	89.0	-2.0	-2.5	-0.5	12.7	1.9
Cc1cc(C)n2c(SCC(=O)Nc3ccccc3C#N)nnc2n1	1.4	-4.8	0.0	-0.2	91.0	-2.5	-0.2	5.9	10.5	0.9
CC(=O)Oc1ccc2c(=O)c(Oc3ccccc3)coc2c1OC(C)=O	37.8	-5.2	0.3	-0.9	93.0	2.5	-2.7	1.2	-3.3	-0.6
CCOc1ccc(NC(=O)C2CCN(S(=O)(=O)c3cccs3)CC2)cc1	-7.2	-2.6	0.2	-0.2	160.0	-9.5	-0.7	10.0	-0.1	-3.0
CC(C)n1ncc2c(C(=O)NCCOc3ccccc3F)cc(C3CC3)nc21	-5.3	-17.6	0.2	-0.4	97.0	-15.3	2.9	-3.5	-3.1	6.8
O=C(Nc1ccccc1N1CCCCC1)c1ncoc1-c1cccc(F)c1	-8.1	-4.0	0.3	-0.3	96.0	3.0	-0.2	-5.2	-1.0	4.0
O=C(CCCCCn1nnc2ccccc2c1=O)Nc1ccccc1F	-1.8	-3.3	0.1	-0.6	99.0	0.3	-8.6	-1.8	-1.1	8.2
O=C(Nc1ccc2c(c1)OCCO2)C1CC(c2ccccc2Cl)=NO1 (centres undefined)	0.1	-12.3	0.0	0.0	94.0	2.9	-2.4	-0.2	-0.6	1.8
COc1ccc(C(=O)NNC(=O)c2ccccc2[N+](=O)[O-])cc1Br	-6.5	-2.6	-0.1	-1.6	95.0	-0.1	-1.5	-2.8	6.7	4.9
C=CCNC(=S)NC(=O)c1oc2ccccc2c1C	-5.1	-5.2	0.0	-0.8	105.0	0.5	2.1	-1.0	-1.1	-1.0
CNC(=O)/C=C/c1cc(C(=O)c2ccc(Cl)cc2Cl)cn1C	1.3	-3.7	0.1	0.1	101.0	-2.5	3.1	-7.1	8.5	1.0
Cc1cc(C)c(C)c(S(=O)(=O)N2CCC(C(=O)OCC(=O)NC3CCS(=O)(=O)C3)CC2)c1C (centres undefined)	5.3	-4.9	0.0	9.0	96.0	-0.7	-0.4	-9.5	6.9	1.6
COCCCNC(=S)N/N=C/c1ccc2c(c1)OCO2	0.7	-5.6	-0.1	-0.6	98.0	-4.2	8.4	0.3	-4.9	-2.0
O=c1ccnc(SCCC(F)=C(F)F)[nH]1	-6.3	-5.4	-0.4	1.8	96.0	1.4	-1.1	-1.6	1.6	1.2
COc1ccc(-c2noc(CSc3nc(N)c(-c4ccccc4)c(=O)[nH]3)n2)cc1OC	1.5	-6.7	0.0	8.0	111.0	1.1	3.6	0.3	6.8	2.3
COc1ccc(CCN2CC(C(=O)N3CCC(O)(c4ccccc4)CC3)CCC2=O)cc1 (centres undefined)	-0.1	-6.7	0.3	-0.5	108.0	3.8	-1.1	2.4	-6.1	0.8
O=C(C[C@H]1C/C=C\CC[C@@H](Cc2ccc(F)cc2)C(=O)OC[C@H]2CCCN2C1=O)N[C@@H](CO)Cc1ccccc1	12.0	-9.5	-0.3	-1.7	97.0	0.9	-13.0	10.9	4.3	-1.3
CCOc1ccccc1N(CC)C(=O)c1ccc2c(=O)n3c(nc2c1)CCCCC3	-7.0	-1.7	0.1	-0.1	99.0	8.6	-10.7	-1.6	-2.4	-2.9
COc1ccc(C2=NO[C@@H]3C(=O)N(Cc4ccccc4)C(=O)[C@H]23)cc1OC	1.8	-8.4	0.3	-1.9	102.0	6.9	-0.9	-0.9	7.5	3.6
Cc1cc(C)cc(N(CC(=O)NCc2cccnc2)S(C)(=O)=O)c1	-2.6	-8.9	-0.2	0.5	96.0	0.9	-1.3	-0.4	-1.3	-0.5
CCN(CCO)Cc1cc(=O)oc2cc3c(cc12)CCC3	1.4	-9.3	-0.2	-0.5	97.0	1.2	-1.3	-1.6	1.6	-0.1
Cc1ccccc1-c1nc(CN2CCCC(C(=O)NCCCN3CCOCC3)C2)c(C)o1 (centres undefined)	11.9	-5.8	0.0	2.1	92.0	3.1	21.5	3.0	-0.8	-1.2
Cc1nc(-c2ccc(C#N)cc2)cs1	14.2	-14.1	-0.1	0.5	97.0	6.3	13.4	-4.0	-2.7	3.6
O=C(CN1CCOCC1)Nc1nc(-c2ccccc2)cs1	21.3	-6.6	0.2	0.3	103.0	4.5	-4.2	3.7	3.9	0.7
COc1ccc(C2=CC3=C(Br)C(=O)C(C)(O)C(=O)C3=CO2)cc1 (centres undefined)	6.9	.	-0.3	2.8	102.0	-4.1	4.5	-6.0	5.3	3.3
CCOc1ccc(N/C(N)=N/c2nc(C)c(C)c(=O)[nH]2)cc1	-0.1	-19.7	0.3	0.2	99.0	0.5	-4.0	-7.4	-19.9	3.1
O=C(CN1C(=O)COc2ccccc21)N(Cc1ccc2c(c1)OCO2)CC1CCCO1 (centres undefined)	11.6	-3.7	-0.1	0.8	101.0	0.3	0.6	-1.3	-19.2	0.3
COc1ccc(CC(=O)O/N=C(\N)c2ccc(Br)cc2)cc1OC	-7.9	-6.3	0.1	1.2	96.0	-4.8	-10.3	-6.7	2.0	1.1
Cc1ccc(NC(=O)c2c3c(nc4ccccc24)CCC3)cc1S(=O)(=O)N(C)C	0.1	-6.3	-0.7	0.7	100.0	-0.7	-4.9	-3.2	5.2	-3.5
COc1cc(CC(=O)NNC(=O)c2cccs2)cc(OC)c1OC	8.4	-6.1	-0.1	1.0	100.0	1.5	10.1	10.2	-5.9	1.1
CCOC(=O)c1c(S(=O)(=O)Nc2cccc(-c3ccno3)c2)c(C)n(C)c1C	-5.4	-5.5	-0.2	-0.4	99.0	-4.2	-0.1	0.0	9.8	-4.1

Three compounds already listed, arranged by the number in CaV13 FRET inh, ascending.
mol	CaV13 FRET inh	aDG glyco act	ABCB6 inh 2	m5-HT2A agonist	Vif imaging	Granule exo inh	PDI turbidity	Glyco luc inh
CCOc1ccc(N/C(N)=N/c2nc(C)c(C)c(=O)[nH]2)cc1	-19.7	0.3	99.0	0.5	-4.0	-7.4	-19.9	3.1
COc1ccc(CC(=O)O/N=C(\N)c2ccc(Br)cc2)cc1OC	-6.3	0.1	96.0	-4.8	-10.3	-6.7	2.0	1.1
CCOc1ccccc1N(CC)C(=O)c1ccc2c(=O)n3c(nc2c1)CCCCC3	-1.7	0.1	99.0	8.6	-10.7	-1.6	-2.4	-2.9

Shown in CSV form: entries from further up
Molecule,Cardio protect,CaV13 FRET inh,aDG glyco act,iPSC survival up,ABCB6 inh 2,m5-HT2A agonist,Vif imaging,Granule exo inh,PDI turbidity,Glyco luc inh
COc1cc(CC(=O)NNC(=O)c2cccs2)cc(OC)c1OC,8.4,-6.1,-0.1,1.0,100.0,1.5,10.1,10.2,-5.9,1.1
CCOC(=O)c1c(S(=O)(=O)Nc2cccc(-c3ccno3)c2)c(C)n(C)c1C,-5.4,-5.5,-0.2,-0.4,99.0,-4.2,-0.1,0.0,9.8,-4.1

Screening results (PubChem BioAssay)
